Screening data from PubChem.
M. tuberculosis GlmU: inhibition of mycobacterial GlmU enzyme – biochemical, glucosamine-1-phosphate acetyltransferase (AID 1376); M. tuberculosis GlmU acetyltransferase enzyme assay; higher % means a stronger effect; one-dose inhibition, %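 (tested at 30 µM in the primary screen)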; IC50 in µM for titrated hits; actives 0.25% (n = 220,000); in the data active = inhibition above about 13%; inconclusive = no clear call, values can overlap the other calls;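 note: 0% = complete reaction with vehicle and 100% = reaction without substrate; strong numbers were not always called active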
RmlCD inh 1536: blocks M. tuberculosis RmlC and RmlD coupled enzymes. RmlC+RmlD coupled enzyme assay, percent inhibition; primary screen in compound mixtures. inhibition, % at 3.6 µM. actives 0.03% (n = 160,000); in the data active = inhibition mostly above about 34%, no sharp cut-off; inconclusive = no clear call, values can overlap the other calls; inactive = mostly below about 22%; note: some results filed as inactive read as strong as hits
Target sequence (P9WH09 whole entry, looked up): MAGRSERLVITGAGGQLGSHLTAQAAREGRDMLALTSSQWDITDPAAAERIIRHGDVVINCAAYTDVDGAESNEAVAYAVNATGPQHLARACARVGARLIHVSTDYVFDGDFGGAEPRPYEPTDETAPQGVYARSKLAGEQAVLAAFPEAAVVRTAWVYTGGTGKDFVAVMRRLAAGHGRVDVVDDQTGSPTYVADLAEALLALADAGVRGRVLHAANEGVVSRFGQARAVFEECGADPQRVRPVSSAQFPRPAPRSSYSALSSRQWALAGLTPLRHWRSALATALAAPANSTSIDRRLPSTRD
Target sequence (P9WH11 whole entry, looked up): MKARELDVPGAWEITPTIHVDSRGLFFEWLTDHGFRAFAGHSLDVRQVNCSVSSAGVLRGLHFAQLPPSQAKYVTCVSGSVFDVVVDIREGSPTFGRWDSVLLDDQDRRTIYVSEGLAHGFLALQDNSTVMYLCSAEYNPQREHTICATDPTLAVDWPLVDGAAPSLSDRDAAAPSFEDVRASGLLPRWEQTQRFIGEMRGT
Starred values were filed as active, the others as inactive; ? = inconclusive; nt = not tested or not shown.

SMILES	M. tuberculosis GlmU	RmlCD inh 1536
Cc1nc2sc(C(c3ccccc3)N3CC(C)OC(C)C3)c(O)n2n1 (stereo not given)	2.5%	-9
COc1ccc(OC)c(NC(=O)CSc2nnc(-c3ccco3)n2-c2ccccc2)c1	-4.7%	nt
O=C(c1cnn2c(C(F)(F)F)cc(-c3ccco3)nc12)N1CCc2ccccc2C1	-4.6%	-9
CC(C)N1CCN(Cc2ccc(Oc3ncccn3)cc2)CC1CCO (stereo not given)	7.8%	3
Cc1cc(=S)n(-c2ccccc2)n1C	3.0%	3
Cc1ccc(-c2csc3ncn(/N=C/N(C)C)c(=O)c23)o1	-2.0%	33
O=[N+]([O-])c1cc2c(cc1/C=N\NS(=O)(=O)c1ccccc1)OCO2	3.5%	nt
Cc1cccc(CSc2nc3sc(C)c(C)c3c(=O)n2Cc2ccco2)c1	-1.1%	-13
COc1ccc(C(CC(=O)O)NC(=O)COc2ccc(C)cc2)cc1OC (stereo not given)	2.7%	nt
O=C(c1ccc2c(c1)OCO2)N1CCCc2ccccc21	5.1%	-7
CCOC(=O)CSc1nnc(Cn2c(=O)sc3ccccc32)n1C	-4.0%	nt
CN(C)S(=O)(=O)c1ccc(NC(=O)N2CCN(c3ccccc3)CC2)cc1	nt	-5
COc1ccc(C(N)=S)cc1	0.3%	8
COc1ccc(CCNC(=O)CSc2nnc(C(C)N(C)C)n2Cc2ccccc2)cc1OC (stereo not given)	-1.7%	-14
CCOC(=O)C1(Cc2ccccc2C)CCCN(C(=O)CCn2nccc2C)C1 (stereo not given)	-1.4%	-10
COc1cccc(NC(=O)Cn2c(=O)n(CC3CCCO3)c(=O)c3ccccc32)c1 (stereo not given)	0.3%	nt
CCN(CC)S(=O)(=O)c1cc(NC(=O)C(=O)c2c(-c3ccccc3)cc3ccccn23)ccc1C	9.0%	nt
CNc1nc(C)c(C(C)=O)cc1C#N	0.0%	nt
O=C(Nc1ccc(Cl)c(Cl)c1)c1csc(-c2ccccc2)n1	nt	1
CCCCOc1ccc(/C=N/NC(=S)Nc2cccc(C)c2C)cc1	7.7%	nt
Cc1cc(=O)[nH]c(SCC(=O)OCc2ccccc2)c1C#N	0.9%	-2
COC(=O)CCc1c(C)nc(N)[nH]c1=O	2.1%	-12
O=C(CSCc1ccc(Cl)cc1)Nc1ccc(S(=O)(=O)N2CCCCCC2)cc1	-3.0%	-3
CC[n+]1c(C)n(-c2ccccc2)c2ccc(C(=O)OC)cc21	1.1%	9
Cc1cc(NC(=O)COC(=O)[C@H](C)NC(=O)c2ccccc2)no1	0.6%	-9

Taken from the entries so far for reference:
SMILES	M. tuberculosis GlmU	RmlCD inh 1536
O=C(CSCc1ccc(Cl)cc1)Nc1ccc(S(=O)(=O)N2CCCCCC2)cc1	-3.0%	-3
CC[n+]1c(C)n(-c2ccccc2)c2ccc(C(=O)OC)cc21	1.1%	9
Cc1cc(NC(=O)COC(=O)[C@H](C)NC(=O)c2ccccc2)no1	0.6%	-9

Later entries.
SMILES	M. tuberculosis GlmU	RmlCD inh 1536
C=C(Cl)COc1ccc2c(C)cc(=O)oc2c1	-5.2%	-2
COc1ccc(CCNC(=O)CCNS(=O)(=O)c2cccc(Cl)c2)cc1OC	-5.3%	2
Cc1cc(-c2ccn[nH]2)c(C)s1	1.7%	6
CCc1ccc(-c2ccc(C(=O)C(F)(F)F)[nH]2)cc1	4.3%	-5
Nc1n[nH]c(N)c1N=Nc1cccc(F)c1	3.0%	nt
COc1cc(Cc2nc3ccc(S(=O)(=O)N4CCOCC4)cc3[nH]2)cc(OC)c1OC	0.8%	-2
CCCc1cc(=O)c2ccc(OC/C(C)=N/O)cc2o1	1.7%	-11
COc1ccc(C(=O)N/N=C/c2cn[nH]c2-c2ccc(OC)cc2OC)cc1	-0.3%	-5
CC(=O)c1c(NCCc2ccccc2)cc(C)oc1=O	-5.5%	4
Cc1cc(C)n2nc(SCc3nnc(SCCCCl)o3)nc2n1	2.3%	45
C=CCNC(=O)c1ccc2c3n(nc2c1)-c1ccccc1CO3	-1.8%	nt
Cc1nn(-c2cccc(C(F)(F)F)c2)c(Cl)c1/C=N/Nc1cccc(C(=O)O)c1	-2.4%	6
C[C@]12CCC(=O)C=C1CCC1C2CC[C@@]2(C)C1CC[C@@]2(O)CC#N (stereo not given in full)	-2.6%	nt
COc1ccc(NC(=O)C(=O)NNC(=O)c2cccs2)cc1	-5.3%	44
O=C(CC(Nc1ccccc1)c1ccc(F)cc1)c1ccccc1 (stereo not given)	-3.5%	?
O=C(O)COc1ccccc1C(Nc1ccccn1)c1cc(Cl)c2cccnc2c1O (stereo not given)	4.9%	-5
CCc1c(C)sc(NC(=O)/C=C/c2ccc3c(c2)OCO3)c1C(=O)OC	-9.4%	nt
CC1(C)CC(=O)C(C2C3=C(CC(C)(C)CC3=O)Oc3ccccc32)=C(O)C1 (stereo not given)	2.1%	nt
CCC1N=C(SC)NC(C)=C1C(=O)c1ccccc1 (stereo not given)	-0.1%	0
O=C1c2ccccc2CN1CCNS(=O)(=O)c1ccc2ccccc2c1	-3.2%	nt
CC(C)(C)Nc1c(-c2cccs2)nc2ccccn12	6.6%	-9
COc1ccc2c(C)cc(N3CCOCC3)nc2c1	1.8%	nt
OCC1OC(n2cnc3c(NCCc4ccccc4)ncnc32)C(O)C1O (stereo not given)	1.8%	nt
O=C(CC1Sc2ncnn2C1=O)Nc1ccc(Br)cc1 (stereo not given)	6.3%	-10
Cn1c(=O)cc(SCC(=O)N2CCN(C(=O)c3ccco3)CC2)c2ccccc21	1.2%	nt

Given as comma-separated lines: part of the list above
mol,M. tuberculosis GlmU,RmlCD inh 1536
CCc1c(C)sc(NC(=O)/C=C/c2ccc3c(c2)OCO3)c1C(=O)OC,-9.4%,nt
CC1(C)CC(=O)C(C2C3=C(CC(C)(C)CC3=O)Oc3ccccc32)=C(O)C1 (stereo not given),2.1%,nt

Carrying on:
SMILES	M. tuberculosis GlmU	RmlCD inh 1536
O=S(=O)(Nc1ccc(S(=O)(=O)N2CCCCC2)cc1)c1cccs1	2.3%	-12
CC1=C(C#N)C(NC(=O)c2ccccc2Cl)(C(F)(F)F)C(=O)N1 (stereo not given)	-1.9%	6
Cc1ccc(C(=O)N2CCN(CCNC(=O)C(=O)NC(C)C)CC2)cc1	1.6%	13
COc1ccccc1/C=C/[C@@H]1C[C@H]2CN(Cc3cccc(Cl)c3)C(=O)[C@]23CCCN13	-4.6%	2
CCCCN(CC)CCCNC(=O)CC1Nc2ccccc2NC1=O (stereo not given)	-0.2%	6
O=C(Nc1ccccc1)N1CCCN(c2ccc(C(F)(F)F)cn2)CC1	-0.5%	1
Cc1ccc(NC(=O)C2CC(=O)N/C(=N/NC(=O)c3ccc(C)cc3)S2)cc1 (stereo not given)	-1.5%	12
COc1cccc(N2C(=O)C3CCCN3C2c2cccs2)c1 (stereo not given)	-2.6%	-6
Cc1cc(C)cc(NC(=S)N2CCN(c3ccc(F)cc3)CC2)c1	4.8%	8
CCNC(=O)NC(=O)CN(C)c1ccccc1	1.6%	6
CC(C)CC(=O)N1CCC(O)(CS(=O)(=O)Cc2ccccc2Cl)CC1	-0.1%	-4
O=C(CCS(=O)(=O)c1ccc(Br)cc1)Nc1cc(F)ccc1F	2.0%	12
Nc1nonc1-n1nnc(C(=O)N/N=C/c2ccc(Br)cc2)c1CSC1=NCCS1	-2.7%	50
CCc1nnc(NC(=O)CSc2nnc(CNc3cccc(Cl)c3)n2CC)s1	3.3%	20
O=C1c2ccccc2C(=O)N1OCCOCCOCCBr	2.4%	4
COc1ccc(OCCOC(=O)c2ccc(-n3cnnn3)cc2)cc1	-4.1%	nt
CN(C)CCN(C(=O)c1ccc(S(=O)(=O)N(C)c2ccccc2)cc1)c1nc2cc3c(cc2s1)OCCO3	1.8%	nt
COc1ccc(NC(=O)C(NC(=O)CC2NC(=O)NC2=O)c2ccccc2)cc1 (stereo not given)	-5.0%	nt
O=C(CSc1ncn[nH]1)NCCOc1ccccc1	-0.6%	14
C=CCN1C(=O)C(Cc2ccc(SC(F)F)cc2)SC1=Nc1ccc(C(=O)O)cc1 (stereo not given)	5.8%	-9
Cc1csc(C2=C(O)CN(c3ccc4c(c3)OCCOCCOCCOCCO4)C2=N)n1	7.8%	7
O=C(O)c1ccc(CSc2nc3ccccc3o2)cc1	-1.5%	-5
Cc1nn(C)c(C)c1CN(C(=O)CCc1nnc(Cc2c[nH]c3ccccc23)o1)C(C)C	1.6%	-4
Cc1ccccc1Oc1cc(-n2ncc(Cl)c(Cl)c2=O)ncn1	13%	-5
C/C(=N/NC(=O)CNC(=O)C(c1ccccc1)c1ccccc1)c1ccco1	1.8%	4
The list goes on:
SMILES	M. tuberculosis GlmU	RmlCD inh 1536
CNCC(=O)N1CCN(c2ncc(C(F)(F)F)cc2Cl)CC1	-2.8%	nt
Cc1ccccc1C(=O)Nc1ccccc1N1CCCCC1	-8.3%	10
Cc1cc(CNC(=O)c2cc(COc3c(F)cccc3F)on2)nn1C	-0.4%	nt
O=C(C1CCCO1)N(c1cccc(Cl)c1)C1C=CS(=O)(=O)C1 (stereo not given)	-4.9%	nt
O=C(c1ccc(Br)o1)N1CCN=C1SCc1cccc(F)c1	8.2%	nt
O=C(CSc1ncn[nH]1)Nc1nc(-c2ccccc2)cs1	0.2%	nt
CCN(CC)CCNC(=O)/C(=C/c1cn(CC)c2ccccc12)NC(=O)c1cc(OC)c(OC)c(OC)c1	-7.4%	8
CCOC(=O)C1CCN(C(=O)c2ccc(Cl)c(Cl)c2)CC1	0.8%	-63
COc1ccc2nc(NC(=O)c3cccs3)sc2c1	6.5%	-9
Cc1ccc(Cn2c(C(C)Nc3nc(-c4ccc(F)cc4)cs3)nc3cc(Cl)c(Cl)cc32)cc1 (stereo not given)	-0.3%	nt
CN(Cc1ccccc1)C(=O)CNC(=O)Cn1cnc2ccccc2c1=O	-0.6%	8
COc1cc(CC(=O)NCc2ccccn2)cc(OC)c1OC	0.0%	-9
COc1cc(O)sc1C=Nc1ccc(Cl)cc1	1.1%	-7
CCCc1nnc(NC(=O)CSc2nc3ccccc3[nH]2)s1	0.5%	nt
CCSc1nc2ccccc2c(=O)n1C1CCOC(C)(C)C1 (stereo not given)	7.3%	-1
COc1ccc(OC)c(C(=O)c2ccccc2)c1	1.5%	nt
FC(F)(F)c1cnc(C(c2ccccn2)c2ncn[nH]2)c(Cl)c1 (stereo not given)	5.3%	3
COc1ccc(OC)c(S(N)(=O)=O)c1	-2.2%	8
O=C(N/N=C\c1ccc(OC(=O)c2ccco2)cc1)c1ccc(Cl)cc1	-0.6%	4
S=C(NCCc1ccccc1)NC1CCCCCC1	0.4%	-6
C=CCOC(=O)C1=C(C)N=C2SCCC(=O)N2C1c1cccs1 (stereo not given)	1.6%	-11
O=S1(=O)CCN(C(CO)c2ccccc2)CC1 (stereo not given)	-1.1%	11
COc1cc(OC)cc(-c2cc(NC(C)=O)n[nH]2)c1	-3.3%	9
C[C@H]1O[C@@H](O[C@H]2[C@@H](O)C[C@H](O[C@H]3[C@@H](O)C[C@H](O[C@H]4CC[C@@]5(C)[C@H](CC[C@@H]6[C@@H]5C[C@@H](O)[C@]5(C)[C@@H](C7=CC(=O)OC7)CC[C@]65O)C4)O[C@@H]3C)O[C@@H]2C)C[C@H](O)[C@@H]1O	3.1%	nt
CCN(C(C)=O)c1nc(CSc2nnc(NC(C)C)s2)cs1	4.8%	90

Copied from the list.
COc1cc(OC)cc(-c2cc(NC(C)=O)n[nH]2)c1 in RmlCD inh 1536 is listed with 9
CCN(CC)CCNC(=O)/C(=C/c1cn(CC)c2ccccc12)NC(=O)c1cc(OC)c(OC)c(OC)c1 in RmlCD inh 1536 is listed with 8

Additional results:
SMILES	M. tuberculosis GlmU	RmlCD inh 1536
COc1cccc(C(=O)N2N=C(c3ccccn3)CC2(O)C(F)(F)F)c1 (stereo not given)	0.6%	7
COc1ccc(OC)c(NC(=O)CNC(=O)Cn2ccc3ccccc3c2=O)c1	1.1%	-3
CCN1CCN(c2cc(C)c3cc(NC(=S)N(CC)CC)ccc3n2)CC1	-0.6%	14
CCNC(=S)N1CCC(C(O)(c2ccccc2)c2ccccc2)CC1	1.8%	-12
Cc1cccc(NC(=O)/C(=C/c2cccc([N+](=O)[O-])c2)NC(=O)c2cccs2)c1	-2.8%	-3
O=C(Cc1c[nH]c2ccccc12)Nc1nccs1	3.7%	nt
COc1ccc(NS(=O)(=O)c2ccc3oc4ccccc4c3c2)cn1	-2.1%	nt
COc1ccc2[nH]c(C(=O)NCc3ccc4c(c3)OCO4)cc2c1	6.4%	-12
COc1ccccc1OCC(=O)Nc1ccc(S(=O)(=O)Nc2nc(C)cc(C)n2)cc1	8.6%	4
COc1ccc(-n2c(C)nn(C)c2=O)cc1	-2.5%	-13
COCCCn1c(SCCc2ccccc2)nc2cc(OC)c(OC)cc2c1=N	-4.3%	-14
CCN(CC)CCNC(=O)c1c(O)c2cccc3c2n(c1=O)CCC3	2.8%	43
CC(C)Cn1c(C(C)C)nc([N+](=O)[O-])c1S(=O)(=O)c1ccc(F)cc1	-0.7%	-1
Cc1ccc(Cn2cccc(NC(=O)c3ccco3)c2=O)cc1	3.1%	7
O=C(Nc1cccc(C(F)(F)F)c1)C(Sc1ncnc2ccccc12)c1ccccc1 (stereo not given)	-0.2%	1
CCSc1nnc(NC(=O)CC)s1	-2.9%	3
CSc1nc(C)cc(SCC(=O)Nc2ccc(Cl)cc2Cl)n1	3.3%	nt

By substructure: the compounds so far with a nitro group on carbon
SMILES	M. tuberculosis GlmU	RmlCD inh 1536
O=[N+]([O-])c1cc2c(cc1/C=N\NS(=O)(=O)c1ccccc1)OCO2	3.5%	nt
Cc1cccc(NC(=O)/C(=C/c2cccc([N+](=O)[O-])c2)NC(=O)c2cccs2)c1	-2.8%	-3
CC(C)Cn1c(C(C)C)nc([N+](=O)[O-])c1S(=O)(=O)c1ccc(F)cc1	-0.7%	-1

Not all compounds are listed; rates above refer to the full screens.
